# SW480 rerep: induces DNA re-replication in SW480 colon adenocarcinoma cells | Potency, µM (titrated, usually from 46.1 µM), without a hit: top-dose re-replication activation, actives largely listed as activators | 340,000 compounds, 1.8% hits | SW480 DNA re-replication, Hoechst DNA content imaging, 48 h; further: potency means the concentration at half of the fitted maximal effect; % of control where 0% means no effect; nearly all actives have a fitted effect of over 55% in size
#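 SW480 cells exposed to compounds for 48 hr at 37 C, 5% CO2, then Hoechst-stained 40 min. Nuclear DNA content imaged by fluorescence scanning (405 nm excitation, 500-530 nm emission); re-replication scored as increased high-intensity nuclei.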
# ATXN2 expr inh: ATXN2 expression inhibition; HEK-293 ATXN2-luciferase reporter, luminescence, 24 h; Potency, µM (doses to about 57 µM), for the others: at the top dose activity change, negative = inhibition, usual class: inhibitors; 360,000 compounds, 0.72% hits; AID 1745845; further: potency means the concentration at half of the fitted maximal effect; on the % scale 0 is the no-effect control and ±100 the full control effect; nearly all actives have a fitted effect of over 55% in size
#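 qHTS (up to 57 uM final) was run with 24 h compound exposure of reporter cells at 37 °C. Each well was multiplexed: SteadyGlo luminescence measured ATXN2-luciferase expression after a fluorogenic Gly-Phe-AFC viability readout (25 uM final).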
# HT1080 IDH1KD tx: toxicity to HT-1080 IDH1 knockdown cells (counter line); HT-1080 IDH1 knockdown viability, ATP luminescence, 48 h; Potency, µM (top dose mostly 46.1 µM), for the others: at the top dose activity, negative = toxicity, usual class: cytotoxic; 360,000 compounds, 2% hits;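 further: potency means the concentration at half of the fitted maximal effect; 0% = DMSO wells and -100% = cell-free medium wells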
#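 CellTiter-Glo luminescence after 48 h compound exposure at 37 degrees C of IDH1-knockdown HT-1080 cells in 5% FBS RPMI. %Activity scaled between DMSO wells and cell-free media wells, with curves fitted and assigned curve classes.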
# HT1080NT lethal: kills 2HG-producing HT-1080-NT fibrosarcoma cells; HT-1080-NT fibrosarcoma viability, CellTiter-Glo ATP luminescence, 48 h; Potency, µM (highest dose often 46.1 µM), for inactives: at the top dose activity, negative = less viability, most hits filed as cytotoxic; 360,000 compounds, 1.6% hits; AID 686970;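 further: NT is the 2HG producing partner of a matched IDH1 knockdown line; potency means the concentration at half of the fitted maximal effect; 0% = DMSO-treated cells and -100% = media-only wells without cells; nearly all actives have a fitted effect of over 55% in size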
#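 Viability of the 2HG-overproducing fibrosarcoma line after 48 hours of compound exposure at 37 degrees C was determined by luminescence with CellTiter-Glo, and concentration-effect curves were then fitted and categorized.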
# MCF10A rereplic: induces DNA re-replication in MCF 10a normal breast cells. MCF 10A DNA re-replication, Hoechst nuclear intensity, 48 h. Potency, µM (highest dose often 46.1 µM), for the others: top-dose activity, positive = re-replication, usual class: activators. 350,000 compounds, 2.9% hits; further: potency means the concentration at half of the fitted maximal effect; % of control where 0% means no effect; nearly all actives have a fitted effect of over 50% in size
# IL-1B inflam inh: inflammasome signaling inhibition, IL-1 beta readout; THP-1 LPS/ATP IL-1B secretion, AlphaLISA, 16 h; stronger effect = lower value; activity change, % at 57.5 µM; 360,000 compounds, 4.7% hits; AID 743279; in the data active means activity change below about -50%; inconclusive means mostly about -30% to -49%; further: on the % scale 0 is the no-effect control and ±100 the full control effect
#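 Secreted IL-1B measured by AlphaLISA bead assay after 16 h compound exposure of THP-1 cells; compounds (final up to 57.5 uM) added 1 h before LPS (250 ng/mL) and ATP (1.25 mM) stimulation; lower signal means less secretion.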
# ATXN viability: cell viability loss in ATXN counter-screen. S2 cells (HEK-293 line with an ATXN2-luciferase reporter) viability, CellTiter-Fluor protease fluorescence, 24 h. 400,000 compounds, 0.49% hits. Potency, µM (top dose mostly 56.7 µM), most hits filed as cytotoxic. AID 651635; further: potency means the concentration at half of the fitted maximal effect; nearly all actives have a fitted effect of over 40% in size
# KB-V1 MDR tox: KB-V1 MDR subline cytotoxicity; AID 1347076; 400,000 compounds, 3.4% hits; KB-V1 MDR cells viability, CellTiter-Glo, 72 h; Potency, µM (series often up to 46.1 µM), inactives show top-dose activity change, negative = cytotoxicity, usual class: cytotoxic; further: potency means the concentration at half of the fitted maximal effect; on the % scale 0 is the no-effect control and ±100 the full control effect; nearly all actives have a fitted effect of over 60% in size
#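 KB-V1 MDR subline cells in DMEM (phenol-red free, 10% FBS) exposed to compounds in qHTS concentration series for 72 h at 37 degrees C. Viability read by CellTiter-Glo luminescence; concentration-effect curves fitted after normalization and correction.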
# KB-3-1 cytotox: kills parental KB-3-1 adenocarcinoma cells; KB-3-1 viability, CellTiter-Glo ATP luminescence, 72 h; Potency, µM (top dose mostly 46.1 µM), for inactives: at the top dose activity change, negative = cytotoxic, most hits filed as cytotoxic; AID 1347075; 400,000 compounds, 1.4% hits; further: potency means the concentration at half of the fitted maximal effect; on the % scale 0 is the no-effect control and ±100 the full control effect; nearly all actives have a fitted effect of over 60% in size
#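 Multi-concentration cytotoxicity screen in KB-3-1 cells grown in DMEM lacking phenol red with 10% FBS. After 72 h at 37 °C with compound, ATP-dependent luminescence was recorded.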
# * marks the source's active call; other numbers are inactive results; i = inactive; ? = inconclusive; nt = not tested or not shown; & = joins results of further samples; [ ] = dose if it differs, or a comment. Unless noted, the call rests on the fitted dose curve; in most records, active means well fitted curve in the direction sought with a large enough effect; inconclusive means small, poorly fitted or top-dose-only effect, or another doubt; inactive means no such curve, though single readings can be large; an effect the other way counts as inactive or inconclusive. Not all compounds are listed; count on the stated rates, not on these rows.
# Abbreviations: A = SW480 rerep; B = ATXN2 expr inh; C = HT1080 IDH1KD tx; D = HT1080NT lethal; E = MCF10A rereplic; F = IL-1B inflam inh; G = ATXN viability; H = KB-V1 MDR tox; I = KB-3-1 cytotox
COc1cc2[nH]c(=O)[nH]c(=O)c2cc1OC
  A: -3%[20.6 µM]	B: 11%	C: nt	D: nt	E: 1%[20.6 µM]	F: nt	G: i	H: nt	I: nt

CCCc1cc(C(N)=S)ccn1
  A: 3%&-3%	B: 5%&18%&2%	C: 4%	D: ?	E: -23%&-6%	F: 17	G: i	H: 5%	I: 0%

COc1cc(NC(=O)c2cc(C3CC3)on2)c(OC)cc1Cl
  A: -6%	B: 9%	C: -14%	D: -19%	E: -2%	F: -14	G: i	H: 2%	I: -4%

O=C1c2c(O)cccc2C(C2OC(CO)[C@@H](O)[C@H](O)[C@H]2O)c2cc(CO)cc(O)c21 (stereo not given in full)
  A: 5%	B: 0%	C: 5%	D: 11%	E: 1%	F: 1	G: ?	H: 19%	I: 17%

CN=C(NC#N)Nc1ccc(C2=NNC(=O)CC2C)cc1 (stereo not given)
  A: 1%	B: -7%	C: nt	D: nt	E: 8%	F: nt	G: i	H: nt	I: nt

O=C1c2ccccc2C(=O)c2c(O)c(O)cc(O)c21
  A: 0%	B: 1%	C: ?	D: 9.2µM*	E: 11%	F: -12	G: ?	H: -2%	I: 0%

CCOC(=O)Nc1ccc2c(c1)N(C(=O)CCN1CCOCC1)c1ccccc1S2
  A: -6%	B: 4%&-2%&-2%	C: -9%&-16%	D: -11%&-23%	E: ?	F: -28&-15	G: i	H: 0%&-18%	I: -1%&0%

O=C(Nc1ccc([N+](=O)[O-])cc1)Nc1ccc([N+](=O)[O-])cc1
  A: -1%	B: -12%	C: nt	D: nt	E: 7%	F: nt	G: i	H: nt	I: nt

O=C(c1ccccc1)c1ccc2n1CCC2C(=O)O (stereo not given)
  A: 0%&-75%	B: 5%&18%&8%	C: -13%	D: ?	E: 7%&4%	F: 15	G: i	H: -2%	I: 0%

CCOC(=O)Nc1ccc(NCc2ccc(F)cc2)nc1N
  A: ?	B: 5%&-25%&0%	C: ?	D: ?	E: ?	F: -15	G: i	H: -4%&-9%	I: 0%&0%

COc1ccc(NC(=O)C2CCCN(c3nnc(C)c4c(C)n(-c5ccccc5)nc34)C2)cc1Cl (stereo not given)
  A: nt	B: 13µM*	C: nt	D: nt	E: nt	F: nt	G: 11µM*	H: -25%	I: 5%

Oc1cc2c(cc1O)C1c3ccc(O)c(O)c3OCC1(O)C2 (stereo not given)
  A: 2%	B: -32%&-4%	C: -29%	D: -24%	E: -30%[inhibitor]	F: -15	G: ?	H: ?	I: 0%&6%

COc1cc(C)nc(-n2nc(C)cc2OC)n1
  A: -17%	B: 4%&14%	C: -3%	D: -20%	E: -10%	F: -17	G: i	H: 22%	I: 0%

# Reformatted tab-delimited: part of the list above
SMILES	SW480 rerep	ATXN2 expr inh	HT1080 IDH1KD tx	HT1080NT lethal	MCF10A rereplic	IL-1B inflam inh	ATXN viability	KB-V1 MDR tox	KB-3-1 cytotox
CCOC(=O)Nc1ccc(NCc2ccc(F)cc2)nc1N	?	5%&-25%&0%	?	?	?	-15	i	-4%&-9%	0%&0%
COc1cc(C)nc(-n2nc(C)cc2OC)n1	-17%	4%&14%	-3%	-20%	-10%	-17	i	22%	0%

# Record cards, from the list above:
# Listed for COc1cc(C)nc(-n2nc(C)cc2OC)n1 → SW480 rerep: -17%; ATXN2 expr inh: 4%&14%; HT1080 IDH1KD tx: -3%; HT1080NT lethal: -20%; MCF10A rereplic: -10%; IL-1B inflam inh: -17; ATXN viability: i; KB-V1 MDR tox: 22%; KB-3-1 cytotox: 0%
# Listed for COc1cc(NC(=O)c2cc(C3CC3)on2)c(OC)cc1Cl → SW480 rerep: -6%; ATXN2 expr inh: 9%; HT1080 IDH1KD tx: -14%; HT1080NT lethal: -19%; MCF10A rereplic: -2%; IL-1B inflam inh: -14; ATXN viability: i; KB-V1 MDR tox: 2%; KB-3-1 cytotox: -4%
# Listed for CN=C(NC#N)Nc1ccc(C2=NNC(=O)CC2C)cc1 (stereo not given) → SW480 rerep: 1%; ATXN2 expr inh: -7%; HT1080 IDH1KD tx: nt; HT1080NT lethal: nt; MCF10A rereplic: 8%; IL-1B inflam inh: nt; ATXN viability: i; KB-V1 MDR tox: nt; KB-3-1 cytotox: nt

# Compound activity from PubChem BioAssay.
